# Screens deposited in PubChem BioAssay by NCI.
# All columns: NCI-60 one-dose screen, growth in % after 48 h at 10 µM unless noted; 100 = growth as untreated, 0 = no growth, -100 = all killed.
# LOX IMVI = LOX IMVI melanoma; actives 7.4% (n = 79,000)
# CCRF-CEM = CCRF-CEM leukemia | actives 7% (n = 77,000) | AID 1794778
# A549/ATCC = A549/ATCC NSCLC. AID 1794740. actives 3.7% (n = 81,000)
# HOP-62 = HOP-62 NSCLC. actives 3.9% (n = 80,000)
# SK-MEL-5 = SK-MEL-5 melanoma | actives 6.4% (n = 80,000)
# HOP-92 = HOP-92 NSCLC cells. actives 6.3% (n = 71,000). AID 1794738
# M14 = M14 melanoma; actives 6.2% (n = 80,000); AID 1794745
# EKVX = EKVX NSCLC | AID 1794765 | actives 3% (n = 71,000)
# Active calls of the source: *; nt = not tested or not shown; & = joins results of further samples. The calls were made as follows: active = growth percent below 10; inactive = the rest. Compounds as they come; 12% or so of the library scored in one or more.
SMILES,LOX IMVI,CCRF-CEM,A549/ATCC,HOP-62,SK-MEL-5,HOP-92,M14,EKVX
O=C1C2C(c3ccccc3)=C(c3ccccc3)C1C1C(c3ccccc3)=C(c3ccccc3)C(=O)C21 (stereo not drawn),84,75,60,95,70,nt,71,nt
C#Cc1cccc(Nc2ncnc3ccc(NC(=O)c4cccs4)cc23)c1,39,104,60,67,101,55,93,65
COc1cc(/C=N/Nc2ccnc3cc(Cl)ccc23)cc(OC)c1O,-96*,9.7*,-82*,-78*,-93*,-74*,-90*,-72*
CCCCn1c(=O)c(-c2cc(-c3ccc(F)cc3)nc(-c3ccc(F)cc3)c2)cc2ccc(Cl)cc21,99,99,99,114,105,108,111,101
Cc1ccc(C(=O)C/C(=C/c2ccc(-c3ccc(Cl)cc3)o2)C(=O)NCc2ccccc2Cl)cc1,79,91,62,106,72,74,88,nt
CCN1C(=O)N(CC)C2C1NN=c1s/c(=C\c3ccco3)c(=O)n12 (stereo not drawn),40,10,25,28,13,nt,5.2*,36
CNc1nc2ccccc2n2c(-c3ccc(O)c(O)c3)cnc12,5.4*,15,16,27,-24*,14,-1.0*,16
COc1ccc(N=Nc2c(N)nn3c(-c4ccc(Br)cc4)ccnc23)cc1,105,96,103,109,98,103,98,102
Nc1nc2c(c3ncccc13)C(c1cccc(Cl)c1)Cc1ncccc1-2 (stereo not drawn),37,20,19,20,29,39,6.4*,40
CN(C)CCN(C=O)CCN(C)C,101,96,103,106,106,nt,107,108

# Reprinted from the part before: 3 compounds, followed by the next part.
SMILES,LOX IMVI,CCRF-CEM,A549/ATCC,HOP-62,SK-MEL-5,HOP-92,M14,EKVX
COc1ccc(N=Nc2c(N)nn3c(-c4ccc(Br)cc4)ccnc23)cc1,105,96,103,109,98,103,98,102
Nc1nc2c(c3ncccc13)C(c1cccc(Cl)c1)Cc1ncccc1-2 (stereo not drawn),37,20,19,20,29,39,6.4*,40
CN(C)CCN(C=O)CCN(C)C,101,96,103,106,106,nt,107,108
Sc1ccccc1N=Cc1cccs1,98,98,102,96,101,86,101,nt
Cc1cc(O)c(C(C)C)cc1N=Cc1ccccc1[N+](=O)[O-],99,nt,109,115,112,nt,98,112
O=C1c2ccccc2C(=O)c2c([N+](=O)[O-])ccc(Cl)c21,55,63,94,111,98,77,108,113
Cc1ccc(O)c(N=Nc2cc(C)[nH]n2)c1,66,71,84,79,90,98,81,73
CC(C)OC(=O)[C@]12CCC(C)(C)C[C@H]1C1=CC[C@@H]3[C@@]4(C)C/C(=C/c5cccnc5)C(=O)C(C)(C)[C@@H]4CC[C@@]3(C)[C@]1(C)CC2,75,61,79,92,79,55,82,98
CCOC(=O)/C(F)=C/C1CC1C1CCCC1 (stereo not drawn),99,118,99,108,100,92,104,104
CCCCCCCC(C)NCCCO (stereo not drawn),100,105,103,116,106,111,112,105
CCCc1oc2cc(O)ccc2c(=O)c1Oc1ccc(F)cc1,92,96,77,89,93,103,92,96
Nc1c(Cl)cc(C(=O)NC2CC2)cc1Cl,100,96&108,94&104,91&107,101&114,78&100,123&114,96&105
CN(C)c1ccc(N=Nc2ccc(N(C)C)cc2)cc1,93,109,110,nt,103,100,98,115
Cc1cccc(C(C(=O)O)C(C)C)c1C (stereo not drawn),98,71,99,102,101,80,102,95
C=CC[C@]1(O)CC[C@H]2[C@@H]3CCc4cc(O)ccc4[C@H]3CC[C@@]21C,93,nt,91,104,100,115,94,nt
COc1ccccc1Nc1cc(O)c2c(=O)cc(-c3ccccc3)oc2c1,40,7.3*,34,36,25,62,21,57
CC1=C(C)C[C@]2(C(=O)O[C@H]3CCCC[C@@H]32)[S@](=O)C1,98,105,97,106,107,105,103,109
OCc1cc(CN2CCOCC2)c(O)c2ncccc12,82,58,91,79,89,83,82,97
CSc1nc2sc(C(N)=O)c(C)c2c(=O)n1Cc1ccccc1,98,nt,100,113,103,nt,100,105
CC(=O)c1ccc(Nc2nccc(-c3ccc(Cl)cc3)n2)cc1,91,84,87,108,102,109,101,99
O=C1CCCCC(=O)[C@H]2CC(=O)O[C@@H]2CO1,97,98,101,95,100,95,102,99
CN1CCN(c2ccc(NC3=C(Cl)C(=O)c4ncccc4C3=O)cc2C(F)(F)F)CC1,-56*,-1.6*,104,114,93,-76*,40,110
Cn1c(-c2ccccc2)c(/C=C/C2=[N+](C)c3ccccc3C2(C)C)c2ccccc21,15,8.0*,6.3*,10,-98*,-17*,nt,20
CCCNC(=O)c1ccc(S(N)(=O)=O)cc1,99,82,112,83,101,89,nt,112
O=C1COC(c2ccccc2O)=NN1CCCl,104,92,96,113,104,86,104,nt
Clc1ccc(-c2nnc(CCc3nc(-c4ccc(Br)cc4)no3)o2)c(Cl)c1,nt,95,117,105,102,98,108,93
O=C(Nc1ncc(Cc2ccc(Cl)cc2)s1)C(=S)N1CCOCC1,98,105,111,97,101,106,102,102
COc1ccc(C(C)(c2c[nH]c3ccccc23)c2c[nH]c3ccccc23)cc1,67,65,55,81,82,96,83,66
O=C(CSc1nccc(Nc2ccc(S(=O)(=O)Nc3nccs3)cc2)n1)c1ccc(C(F)(F)F)cc1,99,108,100,113,95,91,100,94
ClCc1ccc(Oc2ccc(CCl)cc2)cc1,96,94,105,96,107,106,100,105
CCCCCCCN(CCCCCCC)C(C)C(O)c1ccc2cc(Br)c3ccccc3c2c1 (stereo not drawn),97,106,107,98,108,nt,100,103
Nc1nc(Cl)cc(NCc2ccc(CNc3cc(Cl)nc(N)n3)cc2)n1,80,107,87,49,58,93,133,70
CC(C)C/C=C/C=C/C(=O)N[C@@H](CC(N)=O)C(=O)N[C@@H]1C(=O)N[C@H](c2ccc(O)cc2)C(=O)N[C@H](CCCN)C(=O)N[C@H]([C@@H](C)O)C(=O)N[C@H](c2ccc(O)cc2)C(=O)N[C@H](c2ccc(O)cc2)C(=O)N[C@H]([C@H](C)O)C(=O)N[C@H](Cc2ccccc2)C(=O)N[C@H](CCCN)C(=O)N[C@H](c2ccc(O[C@H]3O[C@@H](CO)[C@@H](O)[C@@H](O)[C@H]3O[C@@H]3O[C@H](CO)[C@H](O)[C@H](O)[C@@H]3O)cc2)C(=O)N[C@H]([C@H](C)O)C(=O)N[C@H](c2ccc(O)cc2)C(=O)NCC(=O)N[C@H](CC(C)C)C(=O)N[C@H](C)C(=O)N[C@H](c2ccc(O)c(Cl)c2)C(=O)O[C@@H]1C(N)=O,37,nt,92,53,26,nt,44,93
CN(C)C(=O)C1=NC(Cc2ccccc2)C(=O)N(c2ccccc2)N1 (stereo not drawn),83,107,106,101,102,107,nt,100
Cc1nc2ccccc2c(/C=C/c2ccccc2)c1C(=O)/C=C/c1ccc(C(F)(F)F)cc1,-87*,9.1*,75,-22*,-79*,-65*,-31*,-29*
C#Cc1ccc(-n2c(/C=C/c3cccc4c3OCO4)nc3ncccc3c2=O)cc1,97,93,92,97,91,nt,108,nt
COc1ccc(NC(=O)c2c(Nc3ccc(OC)cc3OC)nn3c(C)cc(C)nc23)c(OC)c1,110,102,95,87,101,91,97,100
COc1cc(-c2c3c(nn2Cc2ccccc2)CCc2cnoc2-3)cc(OC)c1OC,88,103,93,122,98,76,113,84
O=c1oc2cc(OS(=O)(=O)c3ccc(C(F)(F)F)cc3)ccc2c2c1CCCCCC2,84,nt,69,86,57,nt,79,nt
COc1ccc(-c2noc(N)c2[N+](=O)[O-])cc1,86,105,97,112,97,115,90,106
CC(=S)N=Cc1c(C)[nH]n(-c2ccccc2)c1=O,97,99,95,88,104,76,96,105
COc1cc(-c2cc3c(oc2=O)-c2ccccc2OC3OC(C)=O)cc(OC)c1OC (stereo not drawn),99,54,115,93,78,73,100,90
NS(=O)(=O)c1ccc(CCN2C(=O)/C(=C\c3ccc(Cl)cc3)C=C2c2ccc3ccccc3c2)cc1,96,106,62,72,95,94,95,89
Cc1nn(-c2ccccc2)c(N2CCCC2)c1/C=N/N=c1\sc2ccccc2n1C,33,58,81,89,22,58,65,89
[Cl][Ru].c1ccc(-c2cccc(-c3ccccn3)n2)nc1.c1ccc(-c2ccnc3c2ccc2c(-c4ccccc4)ccnc23)cc1,37,38,60,79,73,-12*,71,63
O=S(=O)(Nc1ccc(C(F)(F)F)cc1)c1ccc(-c2ccc(Cl)cc2Cl)cc1,93,82,84,87,62,58,99,76
CC1=C(C(=O)Nc2ccc(F)cc2)C(c2ccc(F)cc2)C2=C(CC(C)(C)CC2=O)N1 (stereo not drawn),93,99,94,99,95,76,101,nt

# 13 compounds from above, sorted by count of non-hydrogen atoms, falling.
SMILES,LOX IMVI,CCRF-CEM,A549/ATCC,HOP-62,SK-MEL-5,HOP-92,M14,EKVX
CC(C)C/C=C/C=C/C(=O)N[C@@H](CC(N)=O)C(=O)N[C@@H]1C(=O)N[C@H](c2ccc(O)cc2)C(=O)N[C@H](CCCN)C(=O)N[C@H]([C@@H](C)O)C(=O)N[C@H](c2ccc(O)cc2)C(=O)N[C@H](c2ccc(O)cc2)C(=O)N[C@H]([C@H](C)O)C(=O)N[C@H](Cc2ccccc2)C(=O)N[C@H](CCCN)C(=O)N[C@H](c2ccc(O[C@H]3O[C@@H](CO)[C@@H](O)[C@@H](O)[C@H]3O[C@@H]3O[C@H](CO)[C@H](O)[C@H](O)[C@@H]3O)cc2)C(=O)N[C@H]([C@H](C)O)C(=O)N[C@H](c2ccc(O)cc2)C(=O)NCC(=O)N[C@H](CC(C)C)C(=O)N[C@H](C)C(=O)N[C@H](c2ccc(O)c(Cl)c2)C(=O)O[C@@H]1C(N)=O,37,nt,92,53,26,nt,44,93
[Cl][Ru].c1ccc(-c2cccc(-c3ccccn3)n2)nc1.c1ccc(-c2ccnc3c2ccc2c(-c4ccccc4)ccnc23)cc1,37,38,60,79,73,-12*,71,63
NS(=O)(=O)c1ccc(CCN2C(=O)/C(=C\c3ccc(Cl)cc3)C=C2c2ccc3ccccc3c2)cc1,96,106,62,72,95,94,95,89
COc1ccc(NC(=O)c2c(Nc3ccc(OC)cc3OC)nn3c(C)cc(C)nc23)c(OC)c1,110,102,95,87,101,91,97,100
CCCCCCCN(CCCCCCC)C(C)C(O)c1ccc2cc(Br)c3ccccc3c2c1 (stereo not drawn),97,106,107,98,108,nt,100,103
Cc1nc2ccccc2c(/C=C/c2ccccc2)c1C(=O)/C=C/c1ccc(C(F)(F)F)cc1,-87*,9.1*,75,-22*,-79*,-65*,-31*,-29*
CC1=C(C(=O)Nc2ccc(F)cc2)C(c2ccc(F)cc2)C2=C(CC(C)(C)CC2=O)N1 (stereo not drawn),93,99,94,99,95,76,101,nt
Cc1nn(-c2ccccc2)c(N2CCCC2)c1/C=N/N=c1\sc2ccccc2n1C,33,58,81,89,22,58,65,89
O=S(=O)(Nc1ccc(C(F)(F)F)cc1)c1ccc(-c2ccc(Cl)cc2Cl)cc1,93,82,84,87,62,58,99,76
Nc1nc(Cl)cc(NCc2ccc(CNc3cc(Cl)nc(N)n3)cc2)n1,80,107,87,49,58,93,133,70
CN(C)C(=O)C1=NC(Cc2ccccc2)C(=O)N(c2ccccc2)N1 (stereo not drawn),83,107,106,101,102,107,nt,100
CC(=S)N=Cc1c(C)[nH]n(-c2ccccc2)c1=O,97,99,95,88,104,76,96,105
ClCc1ccc(Oc2ccc(CCl)cc2)cc1,96,94,105,96,107,106,100,105
